Screening results deposited in PubChem by The Scripps Research Institute Molecular Screening Center.
OXTR potentiate = potentiators of human oxytocin receptor; P30559; CHO-OTR cells, Fluo-8 calcium fluorescence, potentiator mode; 0% = oxytocin EC15, 100% = EC100; activation, % at 3 µM; 0.061% of 320,000 active;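 active = activation above that plate's cutoff, the mean activation of tested compounds plus 3 SD, cut at about 6.6% in these data, passing the limit was not always enough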;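 also: 100% uses oxytocin at 75 nM as the full agonist control; some results filed as inactive read as strong as hits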
Target sequence (P30559 whole entry, looked up): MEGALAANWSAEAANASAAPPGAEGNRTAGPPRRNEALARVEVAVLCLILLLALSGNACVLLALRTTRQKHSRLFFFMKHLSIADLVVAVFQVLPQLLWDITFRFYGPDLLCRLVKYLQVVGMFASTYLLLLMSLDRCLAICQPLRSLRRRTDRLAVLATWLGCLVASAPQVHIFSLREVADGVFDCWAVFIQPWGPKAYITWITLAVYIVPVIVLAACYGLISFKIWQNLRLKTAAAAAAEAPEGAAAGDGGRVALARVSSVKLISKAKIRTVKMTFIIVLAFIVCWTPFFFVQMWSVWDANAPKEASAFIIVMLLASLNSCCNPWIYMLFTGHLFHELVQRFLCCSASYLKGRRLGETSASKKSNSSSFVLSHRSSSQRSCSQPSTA
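Assay system: CHO cell line stably expressing human OTR. Reagent: EC15 oxytocin agonist. Dosing: single dose, 3.0 µM nominal final compound concentration. Timing: compound 6 min at room temperature before oxytocin, 100 s read. Signal: kinetic Fluo-8 calcium fluorescence. Controls: oxytocin EC15 low and EC100 high.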
V1aR counter = activates human V1a receptor in oxytocin agonist counter-screen. AID 2797. 0.25% of 320,000 active. activation, % at 3 µM. P37288. CHO-V1R cells, Fluo-8 calcium fluorescence, agonist mode; 0% DMSO, 100% 3 nM vasopressin;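 active = activation above the mean activation of all tested compounds plus 3 SD, per screening run, cut at about 20% in these data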;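 also: signal is peak over basal fluorescence ratio across a 100 second FLIPR read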
Target sequence (P37288 whole entry, looked up): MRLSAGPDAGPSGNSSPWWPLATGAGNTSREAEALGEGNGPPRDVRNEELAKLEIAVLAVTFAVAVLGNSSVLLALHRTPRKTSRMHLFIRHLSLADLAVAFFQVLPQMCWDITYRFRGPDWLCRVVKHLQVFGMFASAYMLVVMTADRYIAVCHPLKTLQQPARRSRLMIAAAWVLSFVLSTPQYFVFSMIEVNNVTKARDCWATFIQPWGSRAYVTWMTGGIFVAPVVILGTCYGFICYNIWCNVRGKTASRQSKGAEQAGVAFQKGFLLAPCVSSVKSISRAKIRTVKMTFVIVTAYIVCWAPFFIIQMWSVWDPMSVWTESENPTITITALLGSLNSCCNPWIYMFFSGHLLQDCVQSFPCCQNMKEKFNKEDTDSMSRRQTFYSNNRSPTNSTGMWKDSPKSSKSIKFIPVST
OXTR ag = agonists of human oxytocin receptor; P30559; CHO-OTR cells, Fluo-8 calcium fluorescence; normalized: DMSO 0%, oxytocin 100%; activation, % at 3 µM; 0.32% of 320,000 active;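 active = activation above the mean of all tested compounds plus 3 SD, cutoff set per screening run, cut at about 20% in these data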;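 also: peak over basal fluorescence ratio from a 100 s FLIPR kinetic read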
* marks the source's active call; other numbers are inactive results.

SMILES	OXTR potentiate	V1aR counter	OXTR ag
CCOC(=O)[C@H]1[C@H]2COc3cc(OC)ccc3[C@@H]2N2C(=O)[C@@H](CO)NC(=O)[C@@]12C	-2	1.0	0.0
CCN(CC)CCNC(=O)c1ccc(NC(=O)C2CC(=O)N(c3ccc4c(c3)OCCO4)C2)cc1 (stereo unspecified)	-6	1.3	-0.1
CCN1C(N(C)CCc2c[nH]c3ccccc23)=N[C@@H](c2cccc(C(F)(F)F)c2)C(C(=O)OC)=C1C	-10	6.8	23*
O=C(COC(=O)c1cccc([N+](=O)[O-])c1)c1ccc2c(c1)OCO2	-4	0.5	-0.3
N#Cc1ccc(Oc2ccc(S(=O)(=O)N3CCCCC3)cn2)cc1	-11	1.1	0.9
Nc1ccc(-c2c3ccc(=O)cc-3oc3cc(O)ccc23)c(C(=O)O)c1	-13	206*	167*
C[C@H](CO)N1C[C@H](C)[C@@H](CN(C)Cc2ccc(-c3ccccc3)cc2)Oc2c(NC(=O)Cc3ccccc3)cccc2C1=O	-11	2.5	0.6
C#CCOCCOCCOCCNc1nc(N2CCN(C(=O)CCCCCCCCCCNC(=O)Cn3cc(CCCCCN)nn3)CC2)nc(N2CCN(C(=O)CCCCCCCCCCNC(=O)[C@H]([C@@H](C)CC)n3cc(CCCCN=C(N)N)nn3)CC2)n1	-12	5.2	0.8
CC(C)n1ncc2c(C(=O)NCC(=O)Nc3ccccc3Br)cc(C3CC3)nc21	-4	-0.4	-1.4
CC(=O)Nc1ccc(NC(=O)CSc2ncc(C(=O)Nc3ccc(Cl)cc3)c(=O)n2C)cc1	-6	-0.1	1.6
CCNc1cc(O)ccc1C	-5	2.0	1.8
OC1OC[C@@H](O)[C@H](O)[C@H]1O (stereo partly specified)	-3	0.4	0.8
C#CCOCCOCCOCCNc1nc(N2CCN(C(=O)CCCCCCCCCCNC(=O)[C@H](CO)n3cc(CCCSC)nn3)CC2)nc(N2CCN(C(=O)CCCCCCCCCCNC(=O)[C@H](CCCN=C(N)N)n3cc(C[C@@H](C)CC)nn3)CC2)n1	2	-0.6	-0.1
CCSc1ccc([C@@H]2[C@H]3C(=O)N(CC)C(=O)[C@H]3[C@]3(C(=O)OC)CCCCN23)cc1OC	-3	-1.4	-2.2
CC(Oc1cccc(Br)c1)C(=O)NNC(=O)c1ccccn1 (stereo unspecified)	-10	2.2	2.5
CCCCC(CC)CN=C(N)NC(N)=NCCCCCCN=C(N)NC(N)=NCC(CC)CCCC (stereo unspecified)	-4	-0.5	-1.5
CC1CN(S(=O)(=O)c2cccc(C(=O)N(CCc3ccccc3)Cc3ccccc3)c2)CC(C)O1 (stereo unspecified)	-3	0.4	-1.8
COC(=O)c1ccc(/C=C/C(=O)OCC(=O)Nc2sccc2C(N)=O)cc1	-10	7.5	11
Cc1nnc(SCC(=O)N(C)c2ccccc2)n1-n1cccc1	-5	-0.7	0.7
COc1ccc(CNc2nc(NCc3ccc(OC)cc3)c3ncn(C4CCCC4)c3n2)cc1	1	1.4	-0.3
COc1ccc2c(c1)[C@H]1[C@H](CO2)[C@H](c2ccccc2)[C@]2(C)C(=O)Nc3cc(Cl)ccc3C(=O)N12	-5	0.9	0.8
CC[C@H](C)[C@@H](C(=O)NCCCCCCCCCCC(=O)N1CCN(C(=O)OC(C)(C)C)CC1)n1cc(CCCCN=C(NC(=O)OC(C)(C)C)NC(=O)OC(C)(C)C)nn1	-8	0.4	0.2
c1ccc(SSc2ccccn2)nc1	1	1.9	2.2
O=NN(CCCl)C(=O)NCCCl	-5	0.5	0.4
Cc1ccccc1/C=C/C1=NCCN1	-2	0.8	-0.7
CC(=O)c1cccc(OC(=O)c2ccc3c(=O)n4c(nc3c2)CCC4)c1	-9	1.1	1.8
CNC[C@@H]1Oc2ccc(NC(=O)Nc3c(C)noc3C)cc2CC(=O)N([C@H](C)CO)C[C@H]1C	3	1.6	1.8
C[N+](C)(C)CCOC(N)=O	-6	1.1	2.0
Cc1ccc2c(c1)-n1c(nc3ccc(C)cc3c1=O)C(Cc1ccccc1)NC2=O (stereo unspecified)	0	1.5	-1.4
O=C1C(Cc2ccccc2)Nc2ncnc(N3CCc4ccccc4C3)c2N1Cc1ccc(Br)cc1 (stereo unspecified)	-13	0.2	-0.2
O=C(Nc1cccc(NC(=O)c2cc([N+](=O)[O-])ccc2Cl)n1)c1cc([N+](=O)[O-])ccc1Cl	-2	0.1	-0.4
CC(=O)Oc1c(C)c(C)c2c(c1C)CC[C@@](C)(CCC[C@H](C)CCC[C@H](C)CCCC(C)C)O2	0	0.7	-0.5
CCCCN(C(=O)c1ccc2c(c1)OCO2)c1c(N)n(CCCC)c(=O)[nH]c1=O	1	0.8	-0.5
COCC(=O)Nc1c(I)c(C(=O)NCC(O)CO)c(I)c(C(=O)N(C)CC(O)CO)c1I (stereo unspecified)	-3	1.3	1.4
Nc1c(C(=O)OCC(=O)Nc2cccc([N+](=O)[O-])c2)[nH]c(=O)[nH]c1=O	-4	0.4	0.3
CC(=O)[C@H]1CC[C@H]2[C@@H]3C=CC4=CC(=O)CC[C@@]4(C)[C@@H]3CC[C@]12C	-8	1.7	-0.7
CC1(C)C(C=C(Cl)Cl)C1C(=O)OCc1cccc(Oc2ccccc2)c1 (stereo unspecified)	-10	7.3	6.1
C[C@@H]1COC(=O)[C@H](NC(=O)OCC2c3ccccc3-c3ccccc32)C/C=C\C[C@@H](CC(=O)N(CCO)Cc2ccccc2)C(=O)N1	-1	-0.6	-1.4
CC1CCCCN1C(=O)c1cccc(NC2=C(Cl)C(=O)N(Cc3ccccc3)C2=O)c1 (stereo unspecified)	-9	4.3	3.4
Cc1ccc([C@H]2C(C(=O)O)=CC[C@@H](c3ccc(Cl)cc3)N2S(=O)(=O)c2ccccc2C)cc1	-10	0.8	-0.2
OCc1ccc(-c2nn(Cc3ccccc3)c3ccccc23)o1	-10	2.3	-0.2
C[C@@H]1CN([C@H](C)CO)C(=O)Cc2cc(NC(=O)Nc3ccccc3)ccc2O[C@@H]1CN(C)Cc1ccc2c(c1)OCO2	-1	1.2	-0.8
O=c1c2ccccc2oc2ccc(-c3ccc4cc[nH]c4c3)cc12	-3	-0.4	2.8
CCn1ccnc1CC1COc2ccccc2O1 (stereo unspecified)	0	1.2	0.3
CNC(=O)[C@H]1O[C@@H](n2cnc3c(NCc4cccc(I)c4)ncnc32)[C@H](O)[C@@H]1O	-7	0.4	-0.4
CC(=O)NC(CC(=O)O)C(=O)O (stereo unspecified)	-6	0.5	0.9
COc1ccc(CC(=O)N(C)CC(=O)Nc2ccccc2C(F)(F)F)cc1S(=O)(=O)N1CCOCC1	-8	-0.3	-0.1
O=C(Nc1cc(S(=O)(=O)N2CCOCC2)ccc1Cl)c1cc([N+](=O)[O-])ccc1Cl	3	1.0	-0.6
[O-][n+]1c2cc(C(F)(F)F)ccc2c2n1CCN=C2c1ccc(Cl)cc1	-8	-1.0	-0.8
CCCCCCSc1cc(-c2nc3cnccn3c2NCc2ccccc2)ccc1OC	-11	2.8	-0.5
Cc1nnc(-c2ccc(N3CCOCC3)c([N+](=O)[O-])c2)o1	-3	0.5	1.0
CCc1ccccc1Nc1nc(N)nc(COC(=O)CCC(=O)c2ccc(F)cc2)n1	-4	4.2	-0.9
C=CCNc1oc(-c2ccc(-c3ccccc3)cc2)nc1C#N	-4	1.4	1.6
C#CCOCCOCCOCCNc1nc(N2CCN(C(=O)CCCCCCCCCCNC(=O)[C@H]([C@@H](C)CC)n3cc(CCCCN=C(N)N)nn3)CC2)nc(N2CCN(C(=O)CCCCCCCCCCNC(=O)[C@H](CO)n3cc(CCCSC)nn3)CC2)n1	-3	0.5	-0.2
O=C(Nc1cccc(S(=O)(=O)NC2=NCCC2)c1)c1cc(Cl)ccc1[N+](=O)[O-]	-6	-0.4	-1.2
CCC(C)Nc1ccc(NC(C)CC)cc1 (stereo unspecified)	1	0.5	-0.8
CC(C)N=C(N)N=C(N)Nc1ccc(Cl)cc1	-5	-0.1	0.3
O=C1C(Cc2ccccc2)Nc2ncnc(N3CCc4ccccc4C3)c2N1Cc1ccc(Cl)cc1 (stereo unspecified)	-13	-1.0	-0.3
Cc1nc(SCc2nc3c([N+](=O)[O-])cccc3[nH]2)c2oc3ccccc3c2n1	5	-0.2	-1.0
CC(C)C[C@@H]1CN=C(N)N1C[C@@H]1CCCN1C[C@H](C)N1C[C@@H](Cc2ccccc2)N(CCc2ccc(Cl)c(Cl)c2)C1=N	6	1.0	0.1
Carrying on.
SMILES	OXTR potentiate	V1aR counter	OXTR ag
C/C(=N\O)c1ccco1	-4	0.9	0.7
C#CCOCCOCCOCCNc1nc(N2CCN(C(=O)CCCCCCCCCCNC(=O)Cn3cc(CCCCCN)nn3)CC2)nc(N2CCN(C(=O)CCCCCCCCCCNC(=O)Cn3cc(C[C@@H](C)O)nn3)CC2)n1	-13	27*	10
N#Cc1cc2nc(O)c(O)nc2cc1[N+](=O)[O-]	-7	-1.1	0.0
C[C@@]12C(=O)Nc3ccc(Br)cc3C(=O)N1[C@H]1c3ccccc3OC[C@@H]1[C@@H]2c1ccccc1	-1	2.2	1.8
Cc1c[nH]c2ccccc12	1	0.3	-0.4
[O-][n+]1c2ccccc2cc2ccccc21	-6	1.8	1.2
CCN1C(=O)[C@H]2[C@@H](c3ccc(-c4ccc(C(C)=O)cc4)cc3)N[C@@](C)(C(=O)OC)[C@H]2C1=O	4	1.1	0.1
CCCCNc1c(-c2ccc(SC(C)CC)cc2)nc2cnccn12 (stereo unspecified)	-9	1.8	-0.7
CC(C)=C[C@@H]1C[C@H](C)[C@H]2CC[C@H](C)c3c(O[C@@H]4O[C@@H](C)[C@@H](O)[C@@H](O)[C@@H]4O)c(O)c(C)c1c32	-2	1.9	-0.2
COC(=O)C1=C(C)N(Cc2ccccc2)C(=NCCc2c[nH]c3ccccc23)N[C@H]1c1ccccc1	-3	1.4	2.8
CC(=O)Nc1cccc(-c2cnc(N)c(C(=O)c3cccnc3)n2)c1	-1	0.3	0.8

Gathered by group, the compounds so far with a Cl atom
SMILES	OXTR potentiate	V1aR counter	OXTR ag
CC(=O)Nc1ccc(NC(=O)CSc2ncc(C(=O)Nc3ccc(Cl)cc3)c(=O)n2C)cc1	-6	-0.1	1.6
COc1ccc2c(c1)[C@H]1[C@H](CO2)[C@H](c2ccccc2)[C@]2(C)C(=O)Nc3cc(Cl)ccc3C(=O)N12	-5	0.9	0.8
O=NN(CCCl)C(=O)NCCCl	-5	0.5	0.4
O=C(Nc1cccc(NC(=O)c2cc([N+](=O)[O-])ccc2Cl)n1)c1cc([N+](=O)[O-])ccc1Cl	-2	0.1	-0.4
CC1(C)C(C=C(Cl)Cl)C1C(=O)OCc1cccc(Oc2ccccc2)c1 (stereo unspecified)	-10	7.3	6.1
CC1CCCCN1C(=O)c1cccc(NC2=C(Cl)C(=O)N(Cc3ccccc3)C2=O)c1 (stereo unspecified)	-9	4.3	3.4
Cc1ccc([C@H]2C(C(=O)O)=CC[C@@H](c3ccc(Cl)cc3)N2S(=O)(=O)c2ccccc2C)cc1	-10	0.8	-0.2
O=C(Nc1cc(S(=O)(=O)N2CCOCC2)ccc1Cl)c1cc([N+](=O)[O-])ccc1Cl	3	1.0	-0.6
[O-][n+]1c2cc(C(F)(F)F)ccc2c2n1CCN=C2c1ccc(Cl)cc1	-8	-1.0	-0.8
O=C(Nc1cccc(S(=O)(=O)NC2=NCCC2)c1)c1cc(Cl)ccc1[N+](=O)[O-]	-6	-0.4	-1.2
CC(C)N=C(N)N=C(N)Nc1ccc(Cl)cc1	-5	-0.1	0.3
O=C1C(Cc2ccccc2)Nc2ncnc(N3CCc4ccccc4C3)c2N1Cc1ccc(Cl)cc1 (stereo unspecified)	-13	-1.0	-0.3
CC(C)C[C@@H]1CN=C(N)N1C[C@@H]1CCCN1C[C@H](C)N1C[C@@H](Cc2ccccc2)N(CCc2ccc(Cl)c(Cl)c2)C1=N	6	1.0	0.1

These rows are one share of the data, so the mix of outcomes need not match the whole.
